High-throughput results: PubChem BioAssay, National Center for Advancing Translational Sciences (NCATS)
TRPV1 ag – activates the human vanilloid receptor TRPV1; Q8NER1; TRPV1-expressing cells, Fluo-8 calcium influx, agonist mode; activation, % at 8.33 µM; hit rate 0.19% among 320,000; in the data active = activation above about 80%; inconclusive = between about 30% and that limit; note: 0% is about no effect
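Fluo-8 calcium influx in TRPV1-expressing cells, kinetic read (ex 480/em 520 nm). Compound added and read 3 min for agonist activity, followed by capsaicin at EC20 final and 2 min further read for enhancement.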
S-ASM inh – human S-ASM enzyme inhibition; hit rate 0.006% among 340,000; AID 504937; Potency, µM (highest dose often 57.5 µM), without a hit: at the top dose activity change, negative = inhibition, hits mostly inhibitors; placental ASM, HMU-PC fluorogenic substrate, 60 min; P17405; note: potency is the fitted concentration of half-maximal effect
Target sequence (P17405 47-631 limits assumed): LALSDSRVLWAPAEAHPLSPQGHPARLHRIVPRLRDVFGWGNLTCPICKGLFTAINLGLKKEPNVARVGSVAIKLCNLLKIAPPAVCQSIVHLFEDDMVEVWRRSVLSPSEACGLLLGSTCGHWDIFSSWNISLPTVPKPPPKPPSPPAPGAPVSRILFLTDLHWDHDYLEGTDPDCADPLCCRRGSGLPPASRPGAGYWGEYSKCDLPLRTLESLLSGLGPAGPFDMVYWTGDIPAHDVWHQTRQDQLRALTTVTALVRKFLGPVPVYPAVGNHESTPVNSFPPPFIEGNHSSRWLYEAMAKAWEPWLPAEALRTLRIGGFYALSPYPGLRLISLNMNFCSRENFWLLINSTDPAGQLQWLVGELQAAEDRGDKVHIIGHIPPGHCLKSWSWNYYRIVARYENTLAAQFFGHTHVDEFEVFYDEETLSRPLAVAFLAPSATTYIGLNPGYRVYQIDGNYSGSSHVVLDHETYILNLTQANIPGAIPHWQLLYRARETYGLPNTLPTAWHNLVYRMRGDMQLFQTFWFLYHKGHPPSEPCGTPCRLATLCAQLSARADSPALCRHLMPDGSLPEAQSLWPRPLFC
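Human placenta-derived ASM enzyme was preincubated with compound for 10 minutes at room temperature, then given fluorogenic substrate HMU-PC0 (9 uM final) for 60 minutes at 37 °C; a pH 10 stop preceded fluorescence reading at Ex 386/Em 447 nm.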
KCNH2 3.1 block – KCNH2 3.1 (human) potassium channel inhibition; activity change, % (tested at about 1.8 µM); hit rate 0.95% among 340,000; U2OS KCNH2 3.1, thallium flux FluxOr; stronger effect = lower value;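 active = maximum activity change below -70%; inconclusive = maximum activity change from -70% to -50%; inactive = maximum activity change above -50%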;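 note: thallium influx rate constant from kinetic fluorescence after stimulation buffer; % is set by controls: 0 for no effect and ±100 for the full control effect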
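U2OS cells transduced with KCNH2 3.1 mutant virus (1.77 x 10^8 /mL, 4 h), plated overnight at 37 C, loaded 45 min with FluxOr dye plus Red40 quencher. Thallium flux rate constant from kinetic reads after stimulation buffer, normalised to controls.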
Coupling enz – counter-screen for Giardia aldolase inhibitors: coupling enzyme system | activity change, negative = inhibition, % at 58.2 µM, hits read low | AID 2472 | hit rate 0.67% among 290,000 | coupling enzyme system counterscreen, AmpLite Red fluorescence; in the data active = activity change below about -30%; note: % is set by controls: 0 for no effect and ±100 for the full control effect
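Counterscreen of the coupled detection system alone, without aldolase: glyceraldehyde-3-phosphate coupling enzymes plus AmpLite Red readout. Compounds at 57.5 uM final, 10 min RT preincubation, 20 min RT reaction, fluorescence 525/598 nm.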
MLL CXXC-DNA inh – inhibitors of human MLL CXXC domain-DNA interaction. MLL-CXXC / FITC-HOXA9 DNA fluorescence polarization. Potency, µM (titrated, usually from 115 µM), for the others: at the top dose activity change, negative = inhibition, most hits filed as inhibitors. hit rate 0.037% among 290,000. Q03164. AID 2662; active = well fitted inhibition curve with a large enough effect in the polarisation, with a control signal flat, not every such curve was filed as active; inconclusive = small, poorly fitted or top-dose-only effect, or effect the other way, or a change in a side signal; inactive = no such curve, though single readings can be large or run the other way; the % refers to the polarisation; note: potency is the fitted concentration of half-maximal effect
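Fluorescence polarization: 7 uM MLL-CXXC (stock) preincubated 5 min with compounds, then 50 nM fluorescein-HOX-A9 DNA (stock) added; 30 min ambient. Buffer 50 mM Tris-HCl pH 7.5, 50 mM NaCl, 1 mM DTT, 0.05% BSA.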
AT treatment – candidate therapy for ataxia-telangiectasia; […] A-T fibroblasts, KAP-1 phosphorylation AlphaLISA; neocarzinostatin DNA damage 30 min before lysis; Potency, µM (titrated, usually from 57.5 µM), for the others: top-dose activation, usual class: activators; hit rate 0.19% among 320,000; AID 485349; note: potency is the fitted concentration of half-maximal effect; % of control where 0% means no effect; nearly all actives have a fitted effect of over 45% in size
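ATM-like activity read as KAP-1 phosphorylation via AlphaLISA donor/acceptor antibody pairs after lysis and 6 hr at 25C. Cells were ATM-null patient fibroblasts ([…], hTERT), dosed 60 min, then exposed to the DSB inducer NCS for 30 min.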
a7 integrin act – activates integrin-mediated alleviation for muscular dystrophy. alpha7betagal myoblasts, beta-gal FDG fluorescence, 48 h. hit rate 0.064% among 350,000. Potency, µM (highest dose often 38.3 µM), without a hit: at the highest dose activation, usual class: activators. AID 624291;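 note: potency is the fitted concentration of half-maximal effect; 100% = response of the positive control SU9516; nearly all actives have a fitted effect of over 60% in size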
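Alpha7betagal+/- myoblasts (passage 13) were plated 16-24 hr, then exposed to compounds (1:260 dilution of DMSO stock) for 48 hours at 37C. After MPER lysis, β-galactosidase reporter activity was read as FDG fluorescence (ex 480/em 540) after 30 minutes.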
MBNL1 CUG block – MBNL1-poly(CUG) RNA binding inhibition; Q9NR56; Potency, µM (doses to about 57.5 µM), without a hit: at the top dose activity change, negative = inhibition, hits mostly inhibitors; AID 2675; TR-FRET MBNL1-His/biotin-(CUG)12 binding, 665/545 ratio; hit rate 0.036% among 280,000; active = well fitted inhibition curve with a large enough effect in the signal ratio, with a control signal flat, not every such curve was filed as active; inconclusive = small, poorly fitted or top-dose-only effect, or effect the other way, or a change in a side signal; inactive = no such curve, though single readings can be large or run the other way; the % refers to the signal ratio; note: potency is the fitted concentration of half-maximal effect; % is set by controls: 0 for no effect and ±100 for the full control effect
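Inhibition of protein-RNA binding appears as loss of TR-FRET between terbium anti-His antibody on MBNL1-His and streptavidin-XL665 on biotin-(CUG)12. Activity is normalized to buffer-only and uninhibited-complex controls.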
GALK inh – blocks human galactokinase activity | P51570 | AID 1868 | hit rate 0.007% among 270,000 | Potency, µM (titrated, usually from 57.5 µM), inactives show at the highest dose activity change, negative = inhibition, actives largely listed as inhibitors | Purified GALK, Kinase-Glo residual ATP luminescence; note: potency is the fitted concentration of half-maximal effect; % is set by controls: 0 for no effect and ±100 for the full control effect
Target sequence (P51570 whole entry, looked up): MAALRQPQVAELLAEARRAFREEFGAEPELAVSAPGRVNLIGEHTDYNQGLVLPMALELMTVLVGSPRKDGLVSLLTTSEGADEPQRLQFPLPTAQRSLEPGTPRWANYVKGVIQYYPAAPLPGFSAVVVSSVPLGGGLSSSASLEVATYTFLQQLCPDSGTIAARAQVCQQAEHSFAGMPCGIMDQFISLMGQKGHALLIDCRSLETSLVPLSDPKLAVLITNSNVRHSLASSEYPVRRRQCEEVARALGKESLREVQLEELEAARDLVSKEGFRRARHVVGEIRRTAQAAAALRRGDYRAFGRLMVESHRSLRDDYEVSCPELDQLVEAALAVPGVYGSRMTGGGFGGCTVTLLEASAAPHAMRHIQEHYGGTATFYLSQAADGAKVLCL
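Compounds were pin-transferred into ATP buffer (35 uM final), then GALK plus galactose (5 nM, 100 uM final) was added. After 1 h at room temperature, Kinase-Glo Plus was added and luminescence read after 10 min.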
hERG WT inh – inhibitors of human wildtype KCNH2 potassium channel; Q12809; U2OS, BacMam KCNH2, thallium flux FluxOr; stronger effect = lower value; activity change, % at 1.84 µM; hit rate 0.37% among 340,000;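 active = maximum activity change below -70%; inconclusive = maximum activity change between -70% and -50%; inactive = maximum activity change above -50%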; note: % is set by controls: 0 for no effect and ±100 for the full control effect
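U2OS cells transduced with wild-type KCNH2 virus are loaded with FluxOr dye for 45 min, and thallium flux is measured in kinetic reads before and after stimulation buffer. Rate constants are normalized to DMSO controls.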
Active calls of the source: *; ? = inconclusive; · = not tested or not shown; [ ] = dose if it differs, or a comment. Unless noted, calls come from the whole dose curve; as a rule, active = well fitted curve in the direction sought with a large enough effect; inconclusive = small, poorly fitted or top-dose-only effect, or another doubt; inactive = no such curve, though single readings can be large; an effect the other way counts as inactive or inconclusive.

SMILES	TRPV1 ag	S-ASM inh	KCNH2 3.1 block	Coupling enz	MLL CXXC-DNA inh	AT treatment	a7 integrin act	MBNL1 CUG block	GALK inh	hERG WT inh
CS(=O)(=O)c1ccc(NC(=O)C2CCCN(C(=O)c3ccc(Cl)cc3)C2)cc1 (stereo not given)	19	-6%	-7	·	·	4%	?	·	·	21
Cc1ccc(S(=O)(=O)N2[C@@H](c3cccc(Cl)c3)C(C(=O)O)=CC[C@H]2c2cccc(Cl)c2)cc1	-1	4%	12	·	·	-2%	-7%	·	·	-5
O=C(NN1C(=O)CSC1=S)c1cccnc1	4	0%	7	-3	6%	-2%	15%	-2%	·	0
COC(=O)[C@]1(Cc2ccccc2)N[C@H](CN(C)C(=O)Nc2ccc(F)cc2)[C@@H]2C(=O)N(Cc3ccccc3)C(=O)[C@@H]21	·	-2%	12	·	·	0%	-5%	·	·	-3
CC1CCc2c(sc3ncn(CC(=O)N=Nc4c(O)[nH]c5ccccc45)c(=O)c23)C1 (stereo not given)	0	-3%	9	3	-18%	-45%	20%	-4%	5%	5
CCOC(=O)c1c(N2C(=O)CC(Sc3ccccc3C(=O)O)C2=O)sc2c1CCCC2 (stereo not given)	0	3%	7	13	-14%	-1%	-28%	-7%	2%	-13
Cc1ccc(Nc2nc(N)nc(CC#N)n2)cc1	1	0%	8	0	1%	3%	-8%	-5%	0%	7
CC(/C=N/NC(=O)c1cc(-c2ccc(Cl)cc2)nc2ccccc12)=C\c1ccco1	0	-10%	-45	-17	-7%	-7%	-2%	0%	0%	8
COC(=O)CCCC(=O)N1CCCC(CNS(=O)(=O)c2ccc(OC)cc2)C1 (stereo not given)	1	6%	-6	1	1%	-1%	10%	-17%	-2%	-3
O=C(NC1(O)C(=O)c2ccccc2C1=O)c1ccc(C(F)(F)F)cc1	-2	-2%	11	-19	?	8%	-16%	?	?	1
Cc1cc(C)n(CC(=O)Nc2ccc([N+](=O)[O-])cc2)n1	0	0%	-1	3	-3%	2%	3%	?	4%	1
COCCCn1cnc2c(c1=O)c1nc3ccccc3nc1n2CCc1ccccc1	?	·	-2	-1	15%	-1%	11%	?	1%	-9
Cn1cccc1Cc1nnc(SCC(=O)Nc2ccccc2)n1-c1ccc(F)cc1	2	0%	6	2	10%	10%	9%	-10%	-1%	-5
Cc1c(NC(=O)c2cccc(S(=O)(=O)N3CCOCC3)c2)c(=O)n(-c2ccccc2)n1C	-1	0%	?	-11	8%	6%	8%	-4%	3%	-3
COc1ccc(N2CCN(C(=O)CSc3nnc4c(C)cc5ccccc5n34)CC2)cc1	-5	0%	7	-1	-2%	1%	24%	·	0%	-1
Cc1ccc(NC(=O)CS(=O)CC(=O)N2CCN(c3ccccc3)CC2)cc1 (stereo not given)	-1	-2%	-2	1	30%	-1%	-31%	2%	2%	-1
O=C(CCNc1ccccc1)c1cccc([N+](=O)[O-])c1	10	0%	-8	-2	-5%	-10%	-38%	?	0%	-16
Cc1noc(N)c1C1(O)C(=O)Nc2c(Cl)cc(Cl)cc21 (stereo not given)	0	0%	-4	0	?	-3%	?	-7%	1%	-11
CCCCc1ccc(-c2nc(-c3ccncc3)no2)cc1	1	3%	-28	3	5%	0%	6%	0%	10%	-5
CC1=C(C(=O)Nc2ccccc2C(=O)NCc2ccccc2)SCCO1	20	2%	-29	·	15%	15%	5%	-2%	-6%	-6
O=C(N=C1SC2CS(=O)(=O)CC2N1c1cc(Cl)ccc1Cl)C1CCCO1 (stereo not given)	-2	0%	8	0	5%	6%	7%	-2%	2%	2
CC(C)Cn1nc(NS(=O)(=O)c2cccc3nonc23)c2cc3ccccc3nc21	1	-6%	10	·	6%	-7%	17%	?	-9%	2
c1csc(CCCN2CCCCC2)c1	·	10%	-14	·	·	·	18%	·	·	22
Cn1c(NC(=O)c2ccc(F)cc2)c(-c2cccs2)c(=O)c2ccccc21	-4	3%	7	-1	13%	4%	33%	-7%	2%	-2
CCCS(=O)(=O)N1CCC(C(=O)NCCCN(CC)c2cccc(C)c2)CC1	3	-1%	·	1	2%	-4%	6%	-1%	3%	-11
CN(C)CCNS(=O)(=O)c1ccc(N2CCN(c3ccc(F)cc3)CC2)c([N+](=O)[O-])c1	5	-5%	-23	1	-5%	-6%	-51%[inhibitor]	·	-1%	45
CC1CCCCC1NC(=O)CN1C(=O)NC(Cc2ccccc2)(Cc2ccccc2)C1=O (stereo not given)	2	5%	12	3	-5%	-1%	32%	-2%	-2%	6
CCOC(=O)C(C(=O)Nc1ccccc1)C1CCCCC1 (stereo not given)	13	-2%	1	3	-4%	7%	3%	-6%	-3%	0
Cc1ccc(NC(=S)NCC(C)CSc2ccc(Cl)cc2)cc1 (stereo not given)	?	-3%	10	0	-9%	10%	?	7%	4%	1
Cc1cc(C)n2nc(C(=O)OCC(=O)N(C)Cc3ccccc3)nc2n1	-2	0%	15	·	·	-6%	-6%	·	·	-3
O=C(c1ccc2c(c1)OCO2)C1CCCN(C(=O)Nc2ccc(F)cc2F)C1 (stereo not given)	1	-1%	5	4	-19%	-5%	-27%	-11%	13%	5
O=S(=O)(NCCCCCNS(=O)(=O)c1ccccc1)c1ccccc1	6	6%	-45	2	10%	4%	19%	-6%	0%	-8
CC(C(=O)NCc1cccs1)N1C(=O)c2ccccc2C1=O (stereo not given)	1	0%	-3	3	5%	4%	-15%	-4%	-2%	1
COc1ccc2[nH]c(=O)c(CN(Cc3cccnc3)S(=O)(=O)c3ccccc3F)cc2c1	-5	60%[activator]	-11	0	-4%	-11%	15%	-1%	2%	-6
CCC(=O)NCCc1nc2cc(NC(=O)c3ccc(F)cc3)ccc2n1C	-1	0%	11	0	?	-5%	-34%	-7%	-5%	-9
O=C(CCN1CCN(CCO)CC1)Nc1ccc(Br)cc1	-2	1%	-4	0	-8%	0%	17%	-4%	1%	3
COc1ccc(-c2ccc(-c3nnn(CC(C)=O)n3)cc2)cc1	2	0%	-5	1	-3%	2%	5%	3%	0%	5
CCN1CCN(C(=O)c2cc3ccc(OC)cc3[nH]2)CC1	1	-2%	19	0	?	2%	0%	?	·	21
CC(=O)c1ccc(N=C2SCCCN2C(=O)C2CCCC2)cc1	7	-3%	6	0	16%	2%	0%	-6%	1%	7
Cc1cc(C)cc(NC(=O)CC2Oc3ccc(C)cc3NC2=O)c1 (stereo not given)	-3	-2%	11	2	68%[activator]	-5%	-44%	-7%	0%	-1

Another view of 2 compounds above.
> O=C(N=C1SC2CS(=O)(=O)CC2N1c1cc(Cl)ccc1Cl)C1CCCO1 (stereo not given)
  TRPV1 ag: -2 | S-ASM inh: 0% | KCNH2 3.1 block: 8 | Coupling enz: 0 | MLL CXXC-DNA inh: 5% | AT treatment: 6% | a7 integrin act: 7% | MBNL1 CUG block: -2% | GALK inh: 2% | hERG WT inh: 2
> CC(C)Cn1nc(NS(=O)(=O)c2cccc3nonc23)c2cc3ccccc3nc21
  TRPV1 ag: 1 | S-ASM inh: -6% | KCNH2 3.1 block: 10 | Coupling enz: · | MLL CXXC-DNA inh: 6% | AT treatment: -7% | a7 integrin act: 17% | MBNL1 CUG block: ? | GALK inh: -9% | hERG WT inh: 2

Later entries.
SMILES	TRPV1 ag	S-ASM inh	KCNH2 3.1 block	Coupling enz	MLL CXXC-DNA inh	AT treatment	a7 integrin act	MBNL1 CUG block	GALK inh	hERG WT inh
COc1ccc(CC(=O)Nc2cccc(-c3ccc4nnc(C)n4n3)c2)cc1OC	24	-1%	-10	0	18%	0%	11%	?	0%	0
COCCN(C(=S)Nc1cccc(C)c1C)C(C)c1ccco1 (stereo not given)	13	2%	-7	1	?	2%	0%	-18%	-1%	-4
COC(=O)CNC(c1ccccc1)c1cc(C)ccc1NS(=O)(=O)c1ccc(C)cc1 (stereo not given)	18	-15%	-16	0	4%	3%	?	-2%	0%	-19
O=C(COc1ccc(Br)cc1)NCCCNC(=O)c1cccnc1	-3	-1%	9	2	?	1%	5%	2%	-2%	-1
O=C(CNS(=O)(=O)c1ccccc1)OCC(=O)c1cccc([N+](=O)[O-])c1	-3	1%	7	8	5%	5%	-23%	·	0%	2
O=C(O)C1CCC(CNS(=O)(=O)c2ccc(Br)cc2)CC1 (stereo not given)	1	10%	8	3	-14%	-2%	6%	1%	2%	22
C#CCNC(=O)C1=C[C@@H](C(C)(C)C)C[C@@H](OCc2ccc(CO)cc2)O1	0	0%	·	-1	-20%	15%	0%	4%	-2%	·
CC(C)NCC(O)Cn1c2c(c3ccccc31)CCc1c-2cnn1-c1ccccc1 (stereo not given)	8	-9%	1	-6	3%	4%	-5%	-16%	0%	-1
Cc1ccc(CNC(=O)CCCNC(=O)c2ccc(Cl)cc2)n1C	-3	1%	-6	0	1%	1%	-15%	-1%	0%	-13
